Screening data: PubChem, The Scripps Research Institute Molecular Screening Center
MITF primary = human MITF inhibition, primary screen; AlphaScreen MITF homodimerization, bead proximity signal; 650,000 tested, 0.91% active; inhibition, % at 2.6 µM; in the data active = inhibition above about 50%;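 also: 0% = vehicle wells with protein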
TEAD-YAP inh = TEAD-YAP interaction inhibition | HEK-TIYL cells, TEAD-Gal4/YAP UAS-luciferase luminescence | inhibition, % at 9.12 µM | 640,000 tested, 1.4% active | AID 1259422; in the data active = inhibition above about 32%;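 also: 0% = median of test compound wells and 100% = reference inhibitor wells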
FBW7 activator = activators of human E3 ligase FBW7 | normalized activity (activation), % at 26.1 µM | AlphaScreen FBW7–phospho-cyclin E peptide binding, activator screen | 650,000 tested, 0.13% active; in the data active = normalized activity above about 1.9%;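 also: purified mutant Fbw7 with reduced substrate affinity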
Target sequence (Q969H0 whole entry, looked up): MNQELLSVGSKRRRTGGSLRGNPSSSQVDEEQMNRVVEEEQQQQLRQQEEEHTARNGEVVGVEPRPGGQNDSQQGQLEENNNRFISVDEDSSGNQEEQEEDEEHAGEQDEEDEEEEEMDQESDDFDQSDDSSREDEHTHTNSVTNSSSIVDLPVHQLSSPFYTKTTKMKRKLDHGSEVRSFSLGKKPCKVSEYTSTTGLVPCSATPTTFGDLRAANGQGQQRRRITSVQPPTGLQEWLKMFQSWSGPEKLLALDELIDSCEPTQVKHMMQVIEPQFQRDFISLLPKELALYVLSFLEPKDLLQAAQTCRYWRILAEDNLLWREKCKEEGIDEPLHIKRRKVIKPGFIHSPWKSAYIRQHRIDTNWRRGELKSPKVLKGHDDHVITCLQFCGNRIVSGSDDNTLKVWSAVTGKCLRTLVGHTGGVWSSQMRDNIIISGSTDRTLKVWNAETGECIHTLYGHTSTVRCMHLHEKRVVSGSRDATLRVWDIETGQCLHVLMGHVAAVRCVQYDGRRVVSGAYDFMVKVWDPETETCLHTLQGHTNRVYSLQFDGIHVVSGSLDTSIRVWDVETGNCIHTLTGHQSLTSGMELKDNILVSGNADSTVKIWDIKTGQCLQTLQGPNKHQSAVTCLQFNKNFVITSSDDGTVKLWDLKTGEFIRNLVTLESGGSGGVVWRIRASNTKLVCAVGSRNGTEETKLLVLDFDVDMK
GPR151 activ = activators of human GPR151; Q8TDV0; PathHunter beta-arrestin GPR151 cells, luminescence; activation, % at 11.2 µM; 650,000 tested, 1% active; AID 1508602; in the data active = activation above about 4.9%;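 also: 0% = median of compound wells and 100% = cells with positive control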
Target sequence (Q8TDV0 whole entry, looked up): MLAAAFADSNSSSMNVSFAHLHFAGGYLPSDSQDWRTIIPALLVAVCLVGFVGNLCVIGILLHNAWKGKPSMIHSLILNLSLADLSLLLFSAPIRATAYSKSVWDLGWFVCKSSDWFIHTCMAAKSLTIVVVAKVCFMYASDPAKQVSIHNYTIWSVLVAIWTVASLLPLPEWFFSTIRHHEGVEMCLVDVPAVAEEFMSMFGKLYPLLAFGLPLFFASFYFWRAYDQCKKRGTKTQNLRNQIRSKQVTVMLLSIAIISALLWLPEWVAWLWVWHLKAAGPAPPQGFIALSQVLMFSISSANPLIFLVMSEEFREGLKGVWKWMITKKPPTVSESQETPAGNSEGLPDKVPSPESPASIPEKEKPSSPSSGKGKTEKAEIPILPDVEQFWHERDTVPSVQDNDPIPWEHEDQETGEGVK
The depositor's hits bear a star.

cpd	molecule	FBW7 activator	TEAD-YAP inh	MITF primary	GPR151 activ
1	CC1=C(C(=O)OC2CCCC2)C(c2ccc(F)c(F)c2)C2=C(CCCC2=O)N1 (stereo not given)	0.1	9	-3	0.7
2	COc1ccc(C(=O)COC(=O)c2ccccc2O)c(OC)c1	0.1	-4	10	1.4
3	O=C(NCc1ccc(Cl)c(Cl)c1)c1cc2ccccc2oc1=O	0.0	-8	11	0.3
4	O=C(Nc1ccccc1)c1cccc(S(=O)(=O)Nc2ccccc2Cl)c1	0.9	6	18	0.9
5	O=C(CCl)Nc1nc(-c2ccc(Br)cc2)cs1	-0.2	-17	-6	-1.3
6	O=C(CCC1(Cc2ccco2)CCC(=O)N1)NCCCn1nnc2ccccc21 (stereo not given)	-0.1	0	5	-0.7
7	N#Cc1cccc(NC(=O)N2CCc3nc(N4CCOCC4)[nH]c(=O)c3C2)c1	0.2	-4	9	1.0
8	COc1ccc(NC(=O)NCc2noc3ccc(C)cc23)cc1Cl	0.5	11	5	-1.0
9	COc1ccccc1NC(=O)c1ccc(N2CC3CC(C2)c2cccc(=O)n2C3)c(NC(=O)c2ccccc2Cl)c1 (stereo not given)	0.0	-14	7	-0.8
10	Cc1ccnc(SCc2cc(=O)c(OC(=O)c3ccc4c(c3)OCO4)co2)n1	0.1	5	18	-1.7
11	COc1cccc(C2CC(=O)NC3=C2C(=O)CCC3)c1OC (stereo not given)	0.0	-7	22	-0.8
12	CC(C)[C@H](NC(N)=O)C(=O)NCc1cccc(Cl)c1	0.0	-1	2	-0.7
13	COC(=O)c1oc2ccccc2c1NC(=O)c1ccccc1	-0.3	4	2	-0.6
14	CC1=NN(c2ccccc2)C(=O)/C1=C\c1ccccc1	-0.1	3	-1	1.3
15	COC(=O)Cc1ccc(NC(=S)NCC2CCCO2)cc1 (stereo not given)	0.2	-6	19	-0.3
16	CCC(=O)Nc1ccc(S(=O)(=O)N2CCCCC2)cc1	-0.1	5	8	0.0
17	Cc1nc(N(C)c2ccc(C(C)C)cc2)c2c(C)c(C(=O)N3CCCCC3C)sc2n1 (stereo not given)	1.3	9	6	-0.8
18	COc1ccc(/C=C(\C#N)C(=O)NCc2cccc(Cl)c2)c(OC)c1OC	0.2	-1	-3	-1.9
19	C/C(=N/NC(=O)CSCc1ccc(Cl)cc1)c1ccc([N+](=O)[O-])cc1	0.2	-5	13	-0.8
20	NC(CSC1CCCCO1)C(=O)O (stereo not given)	-0.1	-15	-8	1.5
21	Cc1ccc(C(=O)C(C)OC(=O)C2=COCCO2)cc1C (stereo not given)	0.1	2	19	-1.1
22	O=C(CCCSc1nc2ccccc2s1)NCc1ccco1	0.2	0	-3	-2.8
23	COCCCNC(=O)C1c2ccccc2C(=O)N(CCOC)C1c1ccc(F)cc1 (stereo not given)	0.0	7	13	-0.1
24	COc1cccc(OCC(=O)N2CCC3(CC2)CC(=O)c2ccccc2O3)c1	0.9	7	9	1.2
25	O=C(CNC(=S)N(Cc1ccccc1)Cc1cccs1)NC1CCCCC1	-0.1	-5	3	0.9
26	CC(C)(C)c1cc(C(=O)Nc2nccs2)ccn1	-0.2	-6	2	-1.3
27	COc1ccc(OC)c(N2C(=O)NC(=O)/C(=C/c3ccsc3)C2=O)c1	-0.2	1	4	0.0
28	COc1ccc(NC(=O)CS(=O)CC(=O)Nc2ccccc2-c2ccc(C)o2)cc1 (stereo not given)	-0.1	-7	15	-0.7
29	CCN(CC)c1ccc(C=O)c(OCC(=O)Nc2cccc([N+](=O)[O-])c2)c1	-0.1	-10	-4	1.1
30	CCOc1cccc(/C=N/n2c(C)nnc2-n2nc(C)cc2C)c1O	0.1	1	10	0.4
31	Cn1ccnc1SCc1cc(=O)c(OC(=O)CC2CCCCC2)co1	-0.1	14	8	0.3
32	CCOC(=O)N1CCN(C(=O)c2ccc(NCc3ccc(F)cc3)c(S(=O)(=O)Nc3cccc(OC)c3)c2)CC1	-0.1	1	9	0.8
33	CCNC(=O)COc1ccc(CC)cc1Br	-0.1	-38	5	1.0
34	CCOc1cc(N2CCOCC2)c(OCC)cc1NC(=O)CN1CCCC1	-0.6	-3	83*	0.1
35	COCCCNC(=O)CCCCn1c(=S)[nH]c2c([nH]c3ccc(OC)cc32)c1=O	0.5	-3	-1	-1.0
36	COc1ccc(N(CC(=O)NC2CCCC2)C(=O)CCCC(=O)Nc2ccccn2)cc1	0.3	-18	18	-1.1
37	COc1ccc(C(=O)N/C(=C\c2ccc3c(c2)OCO3)C(=O)Nc2ccc(C(=O)O)cc2)cc1	0.7	4	-7	-0.6
38	COc1ccc(CC(=O)NCCn2nc(-c3ccco3)ccc2=O)cc1	0.2	-6	5	1.0
39	Cc1cc(C(=O)N2CCc3c(cnc(C)c3CNC(=O)CN3CCCCC3)C2)c(C)o1	-0.3	5	-8	0.3
40	CN(Cc1ccc(F)cc1)c1ccc(OCC(=O)NCc2cnn(C)c2)nn1	0.0	11	2	-0.8
41	COc1ccc(NC(=O)C2CC2)c([N+](=O)[O-])c1	0.0	-9	10	0.6
42	CC(C)C1Nc2c(O)cc(Cl)c([N+](=O)[O-])c2C2C=CCC21 (stereo not given)	-0.3	-7	1	2.8
43	CCOc1ccc2[nH]c(=O)c(CN(CCN(C)C)C(=O)Nc3ccccc3F)cc2c1	0.1	12	2	-1.0
44	Cc1cn(C)c(=O)n(C)c1=O	0.0	8	15	-0.3
45	Cn1c(-c2ccco2)n[nH]c1=S	-0.1	-7	10	1.9
46	O=C(O)c1ccccc1-c1ccccc1C(=O)NCCCO	0.7	9	9	-1.3
47	COc1ccc(C(=O)N(Cc2nc(-c3ccc(C)cc3)no2)C(C)C)c(OC)c1	-0.1	-7	-1	1.2
48	c1ccc(-c2[nH]c3ccccc3c2-c2ccccc2)cc1	-0.1	-2	-1	-0.6
49	CC12CCC(C(=O)Nc3ccc(OC(=O)C45CCC(C)(C(=O)O4)C5(C)C)cc3)(OC1=O)C2(C)C (stereo not given)	0.1	-6	-15	-0.5
50	NS(=O)(=O)c1ccc(CCNC(=O)Cn2c(=O)oc3ccccc32)cc1	0.1	3	15	0.1
51	Cc1ccc(SCCNC(=O)c2ccccc2NS(C)(=O)=O)cc1	0.0	10	-1	-0.7
52	CC(=O)c1ccc(OCc2cc(C(=O)N3CCOc4ccccc4C3)no2)cc1	-0.2	-60	-10	-0.7
53	Cc1cc(=O)nc2c3ccccc3n(C(C)C(=O)Nc3ccc(F)cc3)n12 (stereo not given)	0.0	0	2	0.1
54	COc1ccc(CCC(=O)NNC(=O)Nc2ccc(C(C)=O)cc2)cc1	0.8	3	3	0.0
55	Cc1ccc(C(=O)N[C@H](Cc2ccccc2)c2nc(-c3ccncc3)n[nH]2)s1	-0.2	1	3	0.8
56	N#C/C(=C\Nc1ccc(C(N)=O)cc1)c1nc(-c2ccc3ccccc3c2)cs1	0.0	-4	3	2.8
57	CCOc1ccc(N2C(=O)CC(/C=C3/N(C)c4ccccc4C3(C)C)C2=O)cc1 (stereo not given)	-0.1	0	9	-0.9
58	O=C(NC1CCCC1)c1ccccc1	0.6	0	-2	-0.2
59	Cc1ccc(NC(=O)CCC(=O)N/N=C/C=C/c2ccccc2)cc1	0.1	7	8	0.2
60	O=C(Cc1ccc([N+](=O)[O-])cc1)N1CCCC1	0.3	12	18	-1.4

Next structures:
cpd	molecule	FBW7 activator	TEAD-YAP inh	MITF primary	GPR151 activ
61	O=C(CSc1nnc2ccccn12)Nc1ccc2c(c1)OCCO2	0.0	-62	6	0.5
62	CCOc1ccccc1-n1c(SCC(=O)N(CC)CC)nnc1-c1ccccn1	0.2	5	12	0.1
63	CCCCOC(=O)c1ccc(NC(=O)CCC(=O)OCC(=O)c2ccccc2)cc1	-0.1	-5	0	-2.0
64	CC(Nc1cc(N2CCOCC2)ccc1[N+](=O)[O-])C12CC3CC(CC(C3)C1)C2 (stereo not given)	-0.2	1	-10	-0.5
65	COc1ccc(-c2noc(CN3CCC(c4ccc(F)cc4)C3)n2)c(OC)c1OC (stereo not given)	0.1	-3	24	-1.8
66	O=C(c1ccncc1)N1CCC2(CCC(CNC(=O)C3(N4CCCC4)CCCC3)O2)CC1 (stereo not given)	0.0	16	-3	2.8
67	O=C(NC(=S)Nc1ccc(Br)cc1)C1CC1	-0.2	-36	-1	0.7
68	COC(=O)c1ccc(Oc2ncnc(N)c2[N+](=O)[O-])cc1	-0.1	6	-2	1.0
69	O=[N+]([O-])c1ccc(C(=Nc2ccccc2)NO)cc1	0.5	-2	-1	0.9
70	CCNC(=O)n1cc(-c2ccncn2)c(-c2cccnc2)n1	-0.2	-4	3	-1.9
71	N#C/C(=C\c1ccc([N+](=O)[O-])cc1)C(=O)Nc1ccccc1O	0.1	-26	-8	-2.2
72	Nc1nn2cc(-c3ccccc3)nc2c2ccccc12	0.2	-39	-5	-1.8
73	O=C(O)c1ccccc1C1Nc2cccc3cccc(c23)N1	-0.5	-22	-3	1.2
74	COc1ccc(-c2nnc(SCC(=O)NC(C)C)n2C)cc1OC	0.1	9	16	-0.7
75	Cc1ccc(S(=O)(=O)N2CCN(C3CS(=O)(=O)CC3O)CC2)cc1 (stereo not given)	-0.1	3	-10	1.6
76	CC1CCN(c2c(NCC3CCC(C(=O)N4CCOCC4)CC3)c(=O)c2=O)CC1 (stereo not given)	-0.1	-4	-6	-0.1
77	O=C(NCCN1CCN(C(=O)C23CC4CC(CC(C4)C2)C3)CC1)C12CC3CC(CC(C3)C1)C2	0.1	6	0	-0.1
78	CCn1cc(C(=O)NCCc2nc(-c3ccncc3)n[nH]2)cn1	0.5	-1	11	-0.4
79	NC(=O)c1c(NC(=O)CN2C(=O)c3ccccc3C2=O)sc2c1CCCCC2	0.0	0	-6	-1.2
80	COc1ccc(C(=O)NNC(=O)c2cccc(I)c2)cc1	0.2	-10	3	0.8
81	O=C(CC1OCC2CCCCN2C1=O)Nc1ccc([N+](=O)[O-])cc1 (stereo not given)	-0.3	5	2	3.0
82	CCC(C)NCCCOc1cc(C)ccc1C (stereo not given)	0.1	-2	35	1.0
83	O=C(COCC(=O)N/N=C/c1ccc(Cl)cc1)N/N=C\c1ccc(Cl)cc1	-0.1	8	-6	1.6
84	CCCc1oc2ccc(NS(=O)(=O)c3ccc(C)cc3C)cc2c1C(=O)OCC	-0.1	-1	-2	0.7

Laid out differently: 7 of the compounds above
[75] Cc1ccc(S(=O)(=O)N2CCN(C3CS(=O)(=O)CC3O)CC2)cc1 (stereo not given)
[76] CC1CCN(c2c(NCC3CCC(C(=O)N4CCOCC4)CC3)c(=O)c2=O)CC1 (stereo not given)
[77] O=C(NCCN1CCN(C(=O)C23CC4CC(CC(C4)C2)C3)CC1)C12CC3CC(CC(C3)C1)C2
[78] CCn1cc(C(=O)NCCc2nc(-c3ccncc3)n[nH]2)cn1
[79] NC(=O)c1c(NC(=O)CN2C(=O)c3ccccc3C2=O)sc2c1CCCCC2
[80] COc1ccc(C(=O)NNC(=O)c2cccc(I)c2)cc1
[81] O=C(CC1OCC2CCCCN2C1=O)Nc1ccc([N+](=O)[O-])cc1 (stereo not given)

Assay by compound | 75 | 76 | 77 | 78 | 79 | 80 | 81
FBW7 activator | -0.1 | -0.1 | 0.1 | 0.5 | 0.0 | 0.2 | -0.3
TEAD-YAP inh | 3 | -4 | 6 | -1 | 0 | -10 | 5
MITF primary | -10 | -6 | 0 | 11 | -6 | 3 | 2
GPR151 activ | 1.6 | -0.1 | -0.1 | -0.4 | -1.2 | 0.8 | 3.0

Quoted from the listing.
In GPR151 activ, `Cc1ccc(S(=O)(=O)N2CCN(C3CS(=O)(=O)CC3O)CC2)cc1` (stereo not given) reads 1.6
In FBW7 activator, `CCn1cc(C(=O)NCCc2nc(-c3ccncc3)n[nH]2)cn1` reads 0.5

The listing continues:
cpd	molecule	FBW7 activator	TEAD-YAP inh	MITF primary	GPR151 activ
85	CCCCOC(=O)c1ccc(NC(=O)c2ccoc2C)cc1	-0.1	-31	-1	-5.6
86	O=C(/C=C/c1ccc([N+](=O)[O-])cc1)Nc1ccc2c(c1)C(=O)NC2=O	-0.1	-6	-7	0.2
87	COc1ccccc1NC(=O)Cn1nnc(-c2ccccc2NC(=O)c2ccc(C)cc2)n1	0.0	-5	2	0.6
88	Cc1c(Cl)cccc1NC(=O)CS(=O)(=O)c1ccccc1	0.0	12	0	0.2
89	COCCn1c(SCCN2CCOCC2)nnc1-c1ccco1	-0.1	-2	10	-0.5
90	O=[N+]([O-])c1cccc(CN2C=NS(=O)(=O)c3ccccc32)c1	0.6	-17	7	-0.8
91	COc1cccc(-c2csc3ncc(C(=O)N4CCC5(CC4)OCCO5)c(=O)n23)c1	0.1	1	7	0.9
92	COc1cccc(C(=O)N2CCN(c3cccc(C)c3C)CC2)c1	-0.1	33*	8	0.0
93	Cc1nc2ccc(NC(=S)N3CCN(c4ccccn4)CC3)cc2nc1C	-0.2	-16	-12	-1.5
94	CCOc1ccc(CCNC(=O)Cn2cnc3c2c(=O)n(C)c(=O)n3C)cc1OCC	0.1	2	11	-0.3
95	Cc1ccc(C)c(N2CCN(S(=O)(=O)c3cc(C(=O)Nc4ccccc4C(F)(F)F)ccc3F)CC2)c1	0.1	7	16	-0.6
96	O=C1C(Cl)=C(N2CCCCC2)C(=O)N1c1ccccc1Cl	0.2	10	16	0.0
97	O=c1c2ccccc2nc(SCc2csc3ccc(Cl)cc23)n1C1CCCCC1	0.0	5	9	-0.9
98	Cc1ccc2c(c1)cc(C)c1nn(CC(=O)NC(C)C)c(=O)n12	1.7	9	14	-1.8
99	CCCCn1c(N)c(-c2nc(C(C)C)c(C(=O)c3ccccc3)s2)c(=O)n(C)c1=O	-0.1	-1	3	0.7
100	O=C1SCCC1NS(=O)(=O)c1ccccc1[N+](=O)[O-] (stereo not given)	0.0	-6	7	0.4
101	C=CCNC(=O)c1cc2c(=O)n3cc(C)ccc3nc2n(CCCOCC)c1=N	-0.1	9	5	-0.2
102	CCOc1ccc(CN2CCN(Cc3cn(CC)nc3C)CC2CCO)cc1 (stereo not given)	0.0	-8	-6	-1.0
